TEAD-YAP inh: TEAD-YAP interaction inhibition, primary screen, TEAD-YAP interaction inhibitor project, luminescence, HEK-TIYL cells; inhibition, % at 9.12 µM; actives 1.4% (n = 640,000); TEAD-Gal4/YAP UAS-luciferase luminescence; in the data active = inhibition above about 32%;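 note: 0% = median of test compound wells and 100% = reference inhibitor wells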
MITF inh: MITF inhibitors, primary screen, biochemical, AlphaScreen, human; Microphthalmia-associated transcription factor (Homo sapiens), O75030; inhibition, % at 2.6 µM; AlphaScreen MITF homodimerization, bead proximity signal; actives 0.91% (n = 650,000); in the data active = inhibition above about 50%;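 note: 0% = vehicle wells with protein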
GPR151 ag: activators of human GPR151, primary screen, cell-based, PathHunter beta-arrestin, luminescence; G-protein coupled receptor 151 (Homo sapiens), Q8TDV0; PathHunter beta-arrestin GPR151 cells; activation, % at 11.2 µM; actives 1% (n = 650,000); in the data active = activation above about 4.9%;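 note: 0% = median of compound wells and 100% = cells with positive control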
FBW7 activator: FBW7 E3 ligase activators, primary screen, biochemical, AlphaScreen, human | normalized activity (activation), % at 26.1 µM | actives 0.13% (n = 650,000) | AlphaScreen FBW7–phospho-cyclin E peptide binding, activator screen | F-box/WD repeat-containing protein 7 (Homo sapiens), Q969H0 | AID 1259310, 2017; in the data active = normalized activity above about 1.9%;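 note: purified mutant Fbw7 with reduced substrate affinity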
Target sequence (Q969H0 whole entry, looked up): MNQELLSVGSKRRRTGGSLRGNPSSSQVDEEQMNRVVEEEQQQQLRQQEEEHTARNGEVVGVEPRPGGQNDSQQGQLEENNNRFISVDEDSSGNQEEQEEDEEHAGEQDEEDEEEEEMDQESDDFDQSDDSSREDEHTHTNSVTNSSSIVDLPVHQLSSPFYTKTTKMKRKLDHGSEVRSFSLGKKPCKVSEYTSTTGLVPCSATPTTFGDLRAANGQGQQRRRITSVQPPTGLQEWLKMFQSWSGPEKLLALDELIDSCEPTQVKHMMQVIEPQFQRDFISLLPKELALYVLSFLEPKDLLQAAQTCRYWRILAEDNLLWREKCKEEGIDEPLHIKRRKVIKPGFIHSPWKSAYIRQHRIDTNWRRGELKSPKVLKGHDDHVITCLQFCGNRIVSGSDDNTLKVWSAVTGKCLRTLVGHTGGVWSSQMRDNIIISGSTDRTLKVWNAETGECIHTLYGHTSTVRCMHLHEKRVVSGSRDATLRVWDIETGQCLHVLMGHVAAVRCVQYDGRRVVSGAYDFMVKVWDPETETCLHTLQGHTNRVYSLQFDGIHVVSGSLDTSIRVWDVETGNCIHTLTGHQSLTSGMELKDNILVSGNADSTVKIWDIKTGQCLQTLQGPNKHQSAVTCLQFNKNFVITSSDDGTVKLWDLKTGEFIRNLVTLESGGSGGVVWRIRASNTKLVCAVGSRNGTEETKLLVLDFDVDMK
An asterisk follows results filed as active; · = no result given.

Results follow in this order: GPR151 ag	FBW7 activator	TEAD-YAP inh	MITF inh
CCOC(=O)c1[nH]c(C)c(C(=O)NC(C)COC)c1C (stereo not given)
    -1.0	0.8	-5	24
O=C(NCc1ccccc1)NCc1nnnn1C1CCCCC1
    0.9	-0.1	6	-1
COc1ccc(C(=O)Nc2c3c(nn2-c2cccc(Cl)c2)CS(=O)C3)c(OC)c1 (stereo not given)
    0.6	-0.3	0	-7
Cc1ccc(N=c2scc(C)n2-c2ccc(C)cc2)cc1
    -2.0	-0.2	-8	0
O=C(CN1CCN(c2nc3c(c(=O)[nH]2)CCCC3)CC1)N1CCCC1
    2.0	0.0	3	2
CC(C)(C)c1ccc(C2=N/C(=C\c3cccc(I)c3)C(=O)O2)cc1
    -0.7	0.2	-5	-15
CCN(CC)C(=O)C1CCCN(c2nc(NCCCN3CCCC3=O)c3ncn(C(C)C)c3n2)C1 (stereo not given)
    -0.5	0.1	11	-14
O=[N+]([O-])c1c(NCCO)cc(Sc2nc3ccccc3s2)c2nonc12
    0.0	-0.2	-1	2
Cc1ccccc1CSCCC(=O)NCCc1ccccc1
    -0.3	0.4	-6	14
CCOc1ccccc1N(C)C(=O)c1nn(-c2ccccc2OC)c(=O)c2ccccc12
    0.6	0.0	-10	-4
CCOC(=O)CSc1nc2ccccc2c(=O)n1CC1CCCCC1
    -2.2	0.1	-22	12
CC1=C(C(=O)OCC2CCCO2)C(c2ccccc2)C2=C(CC(C)(C)CC2=O)N1 (stereo not given)
    -0.1	-0.2	10	1
COc1ccc(NC(=O)c2c(NCc3ccccn3)sc3c2CCC(C)C3)c(OC)c1 (stereo not given)
    0.4	-0.3	1	-6
Cc1ccc(OC(C)C(=O)Nc2ccc(S(=O)(=O)Nc3nc(C)cc(C)n3)cc2)cc1 (stereo not given)
    1.8	0.0	10	3
Cc1ncc(CN2CCCC(C(=O)Nc3ccccc3Oc3cccnc3)C2)cn1 (stereo not given)
    -0.5	0.0	14	-2
COc1cc(=O)n2c(c1C(=O)N1CCCC1)CCN(Cc1cn(C)c3ccccc13)CC2
    0.1	0.9	5	12
Cc1ccc(O)c(N=CC2=C(O)c3ccccc3C2=O)c1
    0.4	0.0	-44	10
OCCC1CN(Cc2ccc(F)cc2F)CCN1Cc1ccc(F)cc1 (stereo not given)
    -0.9	-0.1	-18	10
CCN(CCn1cccn1)Cc1c(C(=O)N(C)CCc2ccccc2)nc2c(C)cccn12
    -0.4	0.0	5	-1
COCCNC(=O)COc1ccc(OCCNC[C@@H](O)COc2ccccc2)cc1
    -1.4	0.6	·	-7
CC1CCCCN1C(=O)c1cc(-c2ccc(F)cc2)no1 (stereo not given)
    0.5	0.3	-67	4
CCCC(=O)Nc1ccc(S(=O)(=O)N2CCCCCC2)cc1
    0.1	0.0	-3	-8
O=C(Nc1cccc(-c2cn3ccccc3n2)c1)c1ccc(F)cc1
    -3.7	0.3	-44	7
COc1ccc(C(=O)CCCCCCC(=O)c2ccc(OC)cc2)cc1
    0.5	0.1	-3	-15
COC(=O)Cc1ccc2c(c1)NC(=O)CO2
    1.9	0.1	6	3
NC(=O)C1CCN(C(=O)c2ccc(CS(=O)(=O)c3c(Cl)cccc3Cl)o2)CC1
    1.7	0.8	7	11
CCCOC(=O)c1sc2nc3c(c(-c4cccs4)c2c1N)CCCCC3
    1.5	0.1	-7	-7
COC(=O)C1(C(F)(F)F)N=C(N(C)C)OC(N(C)C)=N1
    0.2	-0.1	-3	12
CCOC(=O)N1CCc2c(sc(NC(=O)c3ccc(S(=O)(=O)N(C)C4CCCCC4)cc3)c2C(=O)OC)C1
    0.6	0.1	8	13
CC(=O)NC1=NN(C(C)=O)C(c2cccc([N+](=O)[O-])c2)S1 (stereo not given)
    1.0	0.1	15	-3
c1ccc(-c2nnc(C3CCNCC3)o2)cc1
    3.0	0.1	4	10
N#Cc1cccc(NC(=O)CSc2nc3ccccc3s2)c1
    -1.6	-0.1	-5	10
O=c1cc(C(F)(F)F)[nH]n1-c1ccc([N+](=O)[O-])cc1
    -1.9	0.3	2	-3
O=C(CSc1nc2ccccc2c(=O)n1CCCN1CCCCC1)NCC1CCCO1 (stereo not given)
    -0.2	-0.1	-1	-3
COc1ccc(NC(=O)Cn2cnc3c(cnn3-c3ccc(F)cc3)c2=O)c(OC)c1
    1.0	0.4	17	9
c1cncc(-c2ccc(OCCN3CCCCC3)nc2)c1
    -0.9	0.3	9	8
CC(=O)N1CCc2c([nH]c3ccccc23)C1c1ccc([N+](=O)[O-])cc1 (stereo not given)
    0.4	0.0	-9	3
C=CCOC(=O)C1=C(C)NC(=O)NC1c1cccc(OC)c1 (stereo not given)
    0.9	0.1	-11	-3
O=C(NCCc1c[nH]c2ccccc12)C(=O)NCc1ccccc1
    -0.2	0.8	10	10
CCOC(=O)C1CCCN(CC(O)COc2ccc(OC)cc2C(C)(C)C)C1 (stereo not given)
    1.9	-0.2	5	27
CCCN1CCC(NC(=O)CC2C(=O)NCCN2Cc2ccc(F)cc2)CC1 (stereo not given)
    -0.3	0.2	-1	0
COc1ccc(-c2cc(C(F)(F)F)n3nc(C(=O)Nc4sc5c(c4C(=O)OC(C)C)CCCC5)c(Br)c3n2)cc1
    1.2	-0.1	-9	3
O=C(Nc1cc(C(F)(F)F)cc(C(F)(F)F)c1)C1CC1
    10*	0.3	4	12
COCCn1nnnc1C(c1ccc2ncccc2c1)N1CCOCC1 (stereo not given)
    -1.1	0.1	-1	12
CCCS(=O)(=O)N1CCc2ccc(NC(=O)c3cc(C)oc3C)cc2C1
    -0.9	0.0	1	2
CCOc1ccc(C(NC(=O)c2cc(OC)c(OC)c(OC)c2)c2cc([N+](=O)[O-])c3cccnc3c2O)cc1 (stereo not given)
    -0.9	-0.5	6	9
Cc1noc(C)c1-c1nc(C(=O)Nc2ccccc2)cs1
    -0.6	0.1	-1	8
O=C1NC(CC(=O)N2CCC(C(=O)c3nc4ccccc4s3)CC2)c2ccccc21 (stereo not given)
    5.1*	0.6	6	9
O=c1oc(-c2ccc(Cl)c(Cl)c2)nc2ccccc12
    -5.0	-0.1	-36	4
Clc1ccc(CCNc2ncnc3c2c(-c2ccccc2)cn3-c2cccc(Cl)c2)cc1
    1.4	-0.1	-4	-3
O=C(NC1CCN(Cc2ccccc2)CC1)C1CCN(c2ccc(Nc3cnccn3)nn2)CC1
    0.5	-0.3	8	-5
O=C(O)C1CCCN(S(=O)(=O)c2cccs2)C1 (stereo not given)
    0.0	0.0	4	9
COCCn1c(=O)c2c(nc3n(-c4ccc(Oc5ccccc5)cc4)c(C)cn23)n(C)c1=O
    2.3	0.0	1	6
Cc1cnc(Nc2ccc3ncccc3c2)nc1NCCCN1CCCC1=O
    0.2	0.3	-30	19
Oc1ccc(C2CC3CCC2C3)cc1O (stereo not given)
    0.4	-0.2	-8	-19
Nc1nc(NCCOc2ccccc2)cc(NCc2ccc3c(c2)OCO3)n1
    1.0	0.0	12	15
CC1=C(C(=O)Nc2ccccn2)C(c2ccc([N+](=O)[O-])cc2)C2=C(CC(C)(C)CC2=O)N1 (stereo not given)
    -0.6	0.4	-25	19
N#CCCNc1cc(-c2ccc(F)cc2)nc(-c2cccnc2)n1
    -2.1	0.4	5	1
CCOC(=O)C1=C(N)N(c2ccc(F)cc2)C2=C(C(=O)CCC2)C1c1ccc(F)cc1 (stereo not given)
    0.2	-0.1	6	1
O=C(c1c(F)cccc1F)N(c1ccc(F)cc1)C1C=CS(=O)(=O)C1 (stereo not given)
    -0.2	0.0	-4	6

The results go on.
Results follow in this order: GPR151 ag	FBW7 activator	TEAD-YAP inh	MITF inh
COc1cc(/C=C2/OC(c3ccc(F)cc3)=NC2=O)cc(OC)c1OC
    -0.9	0.5	-2	-4
O=C(N/N=C/c1ccco1)c1ccc[n+]([O-])c1
    -1.1	0.1	0	-8
N#CCSc1nc2ccsc2c(=O)n1CCCC(=O)NCc1ccc2c(c1)OCO2
    1.7	0.0	2	-5
O=C1OC(c2ccccc2)=C/C1=C/c1ccc(F)cc1
    1.3	0.2	-53	18
Brc1ccc(-c2c[n+]3c(n2-c2ccccc2)SCC3)cc1
    -0.5	0.0	3	-11
COCCCNC(=O)c1ccc(C)cc1Cl
    -1.8	0.2	-35	13
O=C(CN1CCCCCC1)N/N=C/c1cccc(Br)c1
    -0.6	-0.1	4	26
Cc1ccc(CNC(=O)CC2C(=O)NCCN2C)s1 (stereo not given)
    -0.4	-0.2	-8	-8
Cc1cn(-c2ccccc2)c(C)c1/C=C1\NC(=S)NC1=O
    0.6	0.3	6	4
O=c1c2cnn(-c3ccccc3)c2nc(-c2ccccc2F)n1-c1ccc(Br)cc1
    -1.7	-0.4	-16	-6
CCOC(=O)c1ccc(NC(=O)c2ccc(OC)c(I)c2)cc1
    -1.6	-0.1	3	3
CCOC(=O)c1c(NC(=O)CSc2nnc(CNC(=O)c3cccc(C)c3)n2-c2cccc(C)c2)sc2c1CCC2
    4.2	-0.1	-1	-3
O=C(O)c1ccc2c(c1)NC(=O)C(CS(=O)(=O)Cc1ccc(F)cc1Cl)N2 (stereo not given)
    -1.0	-0.1	1	1
CCCOc1ccccc1N=c1ssc2c1-c1cc(OCC)ccc1NC2(C)C
    0.0	-0.2	-6	5
COc1ccc(CN2CCN(C3CCCC3)C(CCO)C2)c(F)c1 (stereo not given)
    0.4	0.0	8	-7
CSc1cccc(C(=O)Nc2sccc2C(N)=O)c1
    -1.8	0.2	-42	-5
O=C(NC1CC(=O)N(c2ccccc2)C1)N1CCN(Cc2ccccc2)CC1 (stereo not given)
    -1.8	0.4	-2	0
CCOC(=O)c1[nH]c(C)c(C(=O)Nc2cc(C)cc(C)c2)c1C
    -0.4	-0.1	-13	-22
CCOc1cc(/C=C2/C(=N)N3N=C(CC(C)C)SC3=NC2=O)ccc1OCCOc1cccc(C)c1
    1.3	-0.1	19	0
Nc1cc(-c2ccccc2)nn1S(=O)(=O)c1cccc([N+](=O)[O-])c1
    1.1	0.0	0	9
O=C(Nc1ccc(C(=O)O)cc1)/C(=C\c1cccc([N+](=O)[O-])c1)NC(=O)c1ccc(Br)o1
    0.0	0.1	-3	-3
Cc1cccc(NC(=O)c2cccc3c2C(=O)c2ccccc2-3)c1
    -0.2	-0.1	-9	3
COc1ccc(NC(=O)CCCOc2ccc(C(C)=O)cc2)cc1OC
    -0.2	0.2	2	6
CCOc1ccc(N2C(=O)CC(N3CCC(O)(c4ccc(Br)cc4)CC3)C2=O)cc1 (stereo not given)
    0.2	0.3	-5	2
CCOc1ccc(-n2c(CNC(=O)c3ccco3)nnc2SCC(=O)N2N=C(c3cccs3)CC2c2ccc(C)cc2)cc1 (stereo not given)
    1.7	0.0	2	-5

By substructure: the entries above with two or more sulfur atoms.
Results follow in this order: GPR151 ag	FBW7 activator	TEAD-YAP inh	MITF inh
O=[N+]([O-])c1c(NCCO)cc(Sc2nc3ccccc3s2)c2nonc12
    0.0	-0.2	-1	2
CCCOC(=O)c1sc2nc3c(c(-c4cccs4)c2c1N)CCCCC3
    1.5	0.1	-7	-7
CCOC(=O)N1CCc2c(sc(NC(=O)c3ccc(S(=O)(=O)N(C)C4CCCCC4)cc3)c2C(=O)OC)C1
    0.6	0.1	8	13
N#Cc1cccc(NC(=O)CSc2nc3ccccc3s2)c1
    -1.6	-0.1	-5	10
O=C(O)C1CCCN(S(=O)(=O)c2cccs2)C1 (stereo not given)
    0.0	0.0	4	9
N#CCSc1nc2ccsc2c(=O)n1CCCC(=O)NCc1ccc2c(c1)OCO2
    1.7	0.0	2	-5
CCOC(=O)c1c(NC(=O)CSc2nnc(CNC(=O)c3cccc(C)c3)n2-c2cccc(C)c2)sc2c1CCC2
    4.2	-0.1	-1	-3
CCCOc1ccccc1N=c1ssc2c1-c1cc(OCC)ccc1NC2(C)C
    0.0	-0.2	-6	5
CSc1cccc(C(=O)Nc2sccc2C(N)=O)c1
    -1.8	0.2	-42	-5
CCOc1ccc(-n2c(CNC(=O)c3ccco3)nnc2SCC(=O)N2N=C(c3cccs3)CC2c2ccc(C)cc2)cc1 (stereo not given)
    1.7	0.0	2	-5
